Bcl-B displacement = displacers of TR3 peptide from Bcl-B, primary screen, selectivity assay for Bfl-1 inhibitor project, biochemical, fluorescence polarization; FP displacement of FITC-TR3 peptide from Bcl-B; higher % means a stronger effect; one-dose displacement, % at 20 µM; IC50 in µM for titrated hits; hit rate 0.11% among 96,000;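 active = displacement above 50% at 20 µM plus a fluorescence interference ratio under 1.5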;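 note: plate controls were wells without compound for no effect and wells lacking Bcl-B protein for full effect; a part of the inactive calls stands beside numbers as strong as those of hits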
PLAP inhibitors HTS = inhibition of human placental alkaline phosphatase – biochemical, luminescence, HTS (AID 690); one-dose inhibition, % at 20 µM; IC50 in µM for titrated hits; hit rate 0.08% among 96,000; purified PLAP, luminescent substrate; higher % means a stronger effect; in the data active = a potency from the dose series; inactive = the rest, 99 in 100 with inhibition below about 30%; note: strong numbers were not always called active
NFkB transloc pot = enhances IL-1B driven NFkB nuclear translocation. HUVEC IL-1B NFkB p65 nuclear translocation imaging. activation, % at 2 µM. hit rate 0.3% among 94,000;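 active = activation above 40%, about the mean plus 3 SD, also judged a hit on visual image review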;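 note: percent activation is computed from the nuclear over cytoplasmic p65 intensity ratio; values of inactives mirror those of a sister screen read the other way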
MRP resist rev = MRP-mediated drug resistance reversal; differential viability (reversal), % at 10 µM; hit rate 0.04% among 85,000; AID 602; H69AR cells + 2 uM doxorubicin, CellTiter-Glo, 72 h;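 active = viability drop by adding the cancer drug above about 55%, with treated viability meeting a 40% cutoff, limit read from the data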;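 note: viability without doxorubicin minus viability with 2 µM doxorubicin for each compound; larger differential means the compound sensitizes cells more to doxorubicin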
IL1B NFkB inh = blocks IL-1B driven NFkB nuclear translocation in HUVEC cells. HUVEC IL-1B NFkB p65 nuclear translocation imaging. inhibition, % at 2 µM. hit rate 0.43% among 94,000. AID 796;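 active = inhibition above about 30% together with a positive call from visual inspection of the well image, limit read from the data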;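 note: nuclear over cytoplasmic p65 intensity ratio measured by imaging; 0% = IL-1B stimulated DMSO wells and 100% = unstimulated DMSO wells; values of inactives mirror those of a sister screen read the other way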
MRP resist rev cytotoxicity = recorded beside MRP resist rev, whose call it bears; viability, %; H69AR cells, CellTiter-Glo, 72 h; measured here: cytotoxicity without doxorubicin
MRP resist rev with doxorubicin = also measured in MRP resist rev; calls as there; viability, %; measured here: viability with 2 uM doxorubicin; active compounds read low
IL1B NFkB inh cell count 2 µM = recorded beside IL1B NFkB inh, whose call it bears; cell count; measured here: cells passing quality filter;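 raw number of nuclei counted in each imaged well without normalization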
NFkB transloc pot cell count 2 µM = further read-out of NFkB transloc pot, marked with its call; cell count; measured here: cells passing quality filter
Numbers without * were called inactive; . = no result given. Some of the compounds tested, so the mix of outcomes need not match the whole.

SMILES	Bcl-B displacement	PLAP inhibitors HTS	NFkB transloc pot	NFkB transloc pot cell count 2 µM	MRP resist rev	MRP resist rev cytotoxicity	MRP resist rev with doxorubicin	IL1B NFkB inh	IL1B NFkB inh cell count 2 µM
Cc1cc(NCCN2CCCCC2)n2c(nc3ccccc32)c1C#N	4%	-38%	-1	115	5	87	82	1	115
CCCOc1ccc(-c2nnn(CC(=O)c3c[nH]c4ccccc34)n2)cc1	-90%	-5%	30	168	.	.	.	-30	168
Cn1c(=O)c2c(-c3ccccc3)n(-c3ccccc3O)cc2n(C)c1=O	10%	-8%	24	125	20	98	77	-24	125
CCn1cnc2sc(C(=O)N(Cc3ccc(N(C)C)cc3)Cc3ccco3)c(C)c2c1=O	-1%	-52%	.	.	4	74	70	.	.
Cc1c(N(C)C(=O)c2ccc3c(c2)OCO3)c(=O)n(-c2ccccc2)n1C	.	.	-8	149	0	92	92	8	149
O=C(CCN1C(=O)C2C3C=CC(C3)C2C1=O)Nc1ccc2c(c1)OCO2 (configuration not stated)	-5%	-4%	3	128	-14	67	81	-3	128
O=C(c1cc(-c2ccncc2)nc2ccccc12)N1CCN(c2ccc(N3CCOCC3)nn2)CC1	-4%	-32%	-7	165	7	72	65	7	165
Nc1nc(-c2ccc(Cl)cc2)nn1C(=O)c1cccnc1	-7%	9%	34	158	10	99	90	-34	158
COc1ccc(C(=O)OCC(=O)c2ccc(C3CCCCC3)cc2)cc1	0%	18%	13	114	.	.	.	-13	114
Cc1ccc2c(c1)NC(=O)C(CC(=O)O)O2 (configuration not stated)	2%	-2%	4	53	1	98	97	-4	53
CC(C)Cc1nnc(NC(=O)CSc2ccccn2)s1	2%	-25%	17	171	16	101	85	-17	171
CCOc1ccc(N(CC(=O)Nc2ccc(C)cc2)S(=O)(=O)c2c(C)noc2C)cc1	-2%	6%	-3	51	7	78	71	3	51
COc1ccc(-c2[nH]nc3c2C(c2ccccc2OC(=O)N2CCOCC2)C(C#N)=C(N)O3)cc1 (configuration not stated)	-7%	10%	5	148	.	.	.	-5	148
CN(C)c1ccc(/C=C(/NC(=O)c2ccccc2)C(=O)N/N=C/c2ccc([N+](=O)[O-])c(O)c2)cc1	18%	22%	-3	141	.	.	.	3	141
COC(=O)c1onc(-c2ccccc2)c1C(=O)OC	-5%	-6%	4	169	.	.	.	-4	169
COC(=O)c1ccc(C(=O)OC)c(NC(=O)Nc2ccc3c(c2)OCO3)c1	-9%	0%	12	160	24	98	75	-12	160
Cc1nn(C(C)C(=O)Nc2ccc(Cl)cn2)c(C)c1[N+](=O)[O-] (configuration not stated)	1%	0%	4	146	.	.	.	-4	146
CCOC(=O)CN(C(=O)CSc1nnc(CNc2ccc(F)cc2)n1C)c1ccccc1	7%	6%	-4	117	9	84	75	4	117
COc1ccc(C)cc1S(=O)(=O)Nc1ccccc1C	1%	-10%	-5	151	7	93	85	5	151
O=C(O)CSCC(=O)NCc1ccccc1	5%	3%	19	98	5	103	98	-19	98
CCCNC(=O)c1ccc(Cl)c(Cl)c1	9%	13%	-4	153	3	96	93	4	153
CC(C)(C)c1ccc(-c2nc(C#N)c(NCc3cccnc3)o2)cc1	3%	-82%	-10	178	4	91	87	10	178
COc1ccc(Cl)cc1C(=O)CSc1nc(N)cc(N)n1	2%	20%	1	112	7	91	84	-1	112
CCOC(=O)C1=C(C)N=c2s/c(=C3\C(=O)Nc4ccccc43)c(=O)n2C1c1ccc2c(c1)OCO2 (configuration not stated)	8%	6%	6	175	-16	27	43	-6	175
COC(=O)C1=C(C)N(C2CCCCC2)C(=O)C1	4%	-6%	-1	144	6	97	92	1	144
O=C(CCCOc1ccc(Cl)cc1)Nc1nncs1	3%	-9%	43*	71*	.	.	.	-43	71
CCOC(=O)Cc1c(C)[nH]c(=S)[nH]c1=O	9%	-4%	.	.	11	106	95	.	.
CS(=O)(=O)N1CCC(C(=O)Nc2ccc(Oc3ccccc3)cc2)CC1	-6%	9%	10	152	-21	32	53	-10	152
CCCOc1ccc(N2C(=O)CC(NCCc3ccc(S(N)(=O)=O)cc3)C2=O)cc1 (configuration not stated)	3%	-17%	15	181	-3	108	110	-15	181
COc1cc2c(cc1OC)C1=C(C#N)CN(C3CCCCC3)CN1CC2	21%	-52%	24	178	6	88	82	-24	178
COc1ccc(S(=O)(=O)Nc2nc3ccccc3s2)cc1	8%	-6%	0	118	3	93	90	0	118
COc1ccc(C)cc1S(=O)(=O)N(CC(=O)Nc1ccc2c(c1)OCCO2)Cc1ccccc1	-20%	-84%	-4	133	.	.	.	4	133
Nn1c(SCc2csc(-c3ccccc3)n2)nnc1-c1cccs1	3%	-20%	7	137	1	80	79	-7	137
O=C(O/N=C\c1ccc(N2CCCCC2)c([N+](=O)[O-])c1)c1cccc(Cl)c1	4%	0%	3	56	.	.	.	-3	56
Cc1cc(C)n(C(=O)CCC(=O)NCc2ccccc2)n1	5%	-6%	15	181	4	94	90	-15	181
Cc1oc(CC(C)C)c(CN2CCCC2)c1C(=O)O	-3%	-3%	14	107	-12	86	97	-14	107
Cc1cccc(Oc2ncc(-c3ccc(Cl)cc3)cn2)c1	-8%	-26%	0	149	.	.	.	0	149
C=CCNc1oc(-c2cccc3ccccc23)nc1C#N	-2%	17%	7	91	12	84	72	-7	91
CN=C1SC(CC(=O)Nc2ccc(C(C)=O)cc2)C(=O)N1C (configuration not stated)	.	.	3	164	6	105	99	-3	164
O=C(CN1C(=O)CCS(=O)(=O)c2ccccc21)NCc1ccc2c(c1)OCO2	-6%	-6%	.	.	-8	102	110	.	.
C/C(=N\O)C(=O)NCC1CCNCC1	-25%	10%	0	120	.	.	.	0	120
Cc1ccc(CN(C(=O)Cn2nnc3ccccc32)C(C(=O)NCc2ccco2)c2ccc(C)o2)cc1 (configuration not stated)	.	.	-4	103	24	99	75	4	103
Cc1ccc(CONC(=O)/N=C/N(C)C)cc1	-1%	9%	3	103	.	.	.	-3	103
CCc1nc(NC2CCCCC2)c(C#N)c2c1COC(C)(C)C2	-8%	9%	15	183	3	73	70	-15	183
COC(=O)[C@H](CCSC)NC(=O)Nc1ccc(C(C)=O)cc1	11%	7%	2	145	0	94	93	-2	145
Cc1cccc(N2CCN(C(=O)c3ccc(N4CCCC4=O)cc3)CC2)c1C	-13%	-57%	-16	128	4	101	97	16	128
CCc1cc2c3c(c1)/C(=C1/SC(N)=NC1=O)C(=O)N3C(C)(C)C=C2C	7%	-14%	0	122	.	.	.	0	122
COc1ccc(C(=O)Nc2ccc(S(=O)(=O)Nc3nccnc3OC)cc2)cc1	-3%	6%	-3	159	.	.	.	3	159
O=C(CSc1nnc2n(C3CCCCC3)c(=O)c3ccccc3n12)OC1CCCCC1	-9%	19%	-2	165	-4	87	91	2	165
COc1ccccc1-c1nnc2n1N=C(c1ccc(O)c(O)c1)CS2	28%	44%	-9	84	-25	21	47	9	84
C=CCONC(=O)c1cc(OCC(F)(F)F)ccc1OCC(F)(F)F	11%	15%	-2	151	.	.	.	2	151
Cc1ccn2cc(C(=O)Nc3nnc(C)s3)nc2c1	-4%	-82%	.	.	-1	88	90	.	.
Cc1cccc(C)c1-n1c(C)cc(/C=N/NC(N)=S)c1C	-49%	-40%	-1	159	.	.	.	1	159
O=c1c2ccccc2ncn1-c1cccc(Cl)c1	.	.	-7	148	1	85	83	7	148
Cc1ccc(-c2noc(-c3cc4ccccc4oc3=O)n2)cc1	0%	1%	-3	141	.	.	.	3	141
Cc1cc(C(=O)OCC(=O)c2ccc(Br)s2)c(C)o1	-11%	26%	4	110	-8	88	96	-4	110
COc1ccc(C(=O)N/N=C(\C)Cn2nc([N+](=O)[O-])cc2C)cc1	-1%	-1%	8	143	.	.	.	-8	143
Cc1ccc(C2CC(=O)c3cnc(N4CCN(c5ccccc5)CC4)nc3C2)cc1 (configuration not stated)	-10%	9%	.	.	9	64	55	.	.
COc1ccc(CN(Cc2cc3cccc(C)c3[nH]c2=O)C(=O)N(C)C)cc1	-7%	-25%	1	109	6	90	84	-1	109
O=C(c1noc2c1CCCC2)N1CCN(Cc2ccccc2)CC1	2%	-25%	-1	174	17	99	82	1	174
(further entries)
SMILES	Bcl-B displacement	PLAP inhibitors HTS	NFkB transloc pot	NFkB transloc pot cell count 2 µM	MRP resist rev	MRP resist rev cytotoxicity	MRP resist rev with doxorubicin	IL1B NFkB inh	IL1B NFkB inh cell count 2 µM
O=C(c1ccc(S(=O)(=O)N2CCCCC2)cc1)N1CCCc2ccccc21	-6%	14%	-5	112	11	84	73	6	112
Cc1ccc(NCCc2ccc(C)nc2)cc1	-12%	16%	-5	189	12	104	92	5	189
Cc1ccc(/C=C/S(=O)(=O)N2CCC(C(=O)O)CC2)cc1	-6%	0%	34	136	-2	101	103	-34	136
Cc1ccc(C(=O)N(c2c(C)n(C)n(-c3ccccc3)c2=O)C(C)C)cc1	-1%	13%	.	.	4	102	98	.	.
Nc1nnc(SCC(=O)N2CCc3ccccc32)n1-c1ccccc1	-4%	-27%	14	158	6	95	89	-14	158
CCOC(=O)c1[nH]c(C)c(C(=O)N2CCN(c3ccc(F)cc3)CC2)c1C	-1%	-55%	6	151	2	81	79	-6	151
CC(=O)c1cccc(NC(=O)c2ccc(Br)o2)c1	-4%	12%	.	.	9	94	84	.	.
CC(Sc1nnc2ccccn12)C(=O)Nc1ncc(Cl)cc1Cl (configuration not stated)	2%	-4%	2	160	8	94	86	-2	160
